From PubChem
Epigenetic reg: derepresses silenced GFP reporter in murine cells; murine LDR cells, GFP reporter derepression, 30 h; Potency, µM (titrated, usually from 53.9 µM), for inactives: at the highest dose GFP activation, most hits filed as activators; actives 0.2% (n = 280,000); AID 1865; further: potency means the concentration at half of the fitted maximal effect; % of control where 0% means no effect; nearly all actives have a fitted effect of over 60% in size
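GFP-positive cell count by laser-scanning cytometry (objects 20–120 um) after 30 h, 37 C compound exposure of murine LDR cells; reporter is CMV-GFP integrated at a silenced locus, inducible by HDAC or DNMT inhibitors.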
Luc counter: counter-screen: inhibitors of Kinase-Glo firefly luciferase. Q27757. Kinase-Glo luciferase, ATP luminescence, 8 min. AID 1379. Potency, µM (titrated, usually from 38.3 µM), for the others: top-dose activity change, negative = inhibition, most hits filed as inhibitors. actives 0.28% (n = 200,000); further: potency means the concentration at half of the fitted maximal effect; on the % scale 0 is the no-effect control and ±100 the full control effect; nearly all actives have a fitted effect of over 60% in size
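Recombinant Kinase-Glo luciferase, 10 uM ATP (linear range), luciferin; imidazole pH 7.2 / KCl / MgCl2 / Tween / BSA buffer; 8 min RT; luminescence.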
CBFb-RUNX1 inh: CBF-beta/RUNX1 interaction disruption | Q01196+Q13951 | AlphaScreen CBFb-His/RUNX1-biotin binding, biochemical | Potency, µM (series often up to 59.8 µM), for the others: at the top dose activity, negative = inhibition, usual class: inhibitors | 230,000 tested, under 10 active; further: % of control where 0% means no effect
Target sequence (Q01196 whole entry, looked up): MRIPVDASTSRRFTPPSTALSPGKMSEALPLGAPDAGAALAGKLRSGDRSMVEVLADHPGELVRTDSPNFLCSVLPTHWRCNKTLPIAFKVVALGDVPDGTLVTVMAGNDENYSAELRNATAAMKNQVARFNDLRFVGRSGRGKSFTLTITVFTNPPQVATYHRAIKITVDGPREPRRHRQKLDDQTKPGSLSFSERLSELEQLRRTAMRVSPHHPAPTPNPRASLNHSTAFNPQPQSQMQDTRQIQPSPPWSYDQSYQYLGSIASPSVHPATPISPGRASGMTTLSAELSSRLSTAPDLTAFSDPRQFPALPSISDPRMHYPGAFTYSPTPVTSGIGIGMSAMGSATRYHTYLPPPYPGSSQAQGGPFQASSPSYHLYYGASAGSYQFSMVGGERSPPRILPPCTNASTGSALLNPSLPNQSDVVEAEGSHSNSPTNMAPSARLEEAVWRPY
Target sequence (Q13951 whole entry, looked up): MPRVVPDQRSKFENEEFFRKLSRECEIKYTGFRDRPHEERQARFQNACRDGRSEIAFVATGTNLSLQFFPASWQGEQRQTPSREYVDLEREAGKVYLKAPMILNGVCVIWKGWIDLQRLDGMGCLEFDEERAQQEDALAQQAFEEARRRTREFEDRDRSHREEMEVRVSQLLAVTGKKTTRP
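AlphaScreen binding: CBFb-His and RUNX1-biotin (30 nM each) preincubated 20 min, compound added for 15 min, then nickel and streptavidin beads for 90 min, all at room temperature. Disruption of the interaction by any mechanism counts as activity.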
NPSR antagonist: blocks cAMP signaling of the human neuropeptide S receptor; CHO-NPSR cells, cAMP TR-FRET, antagonist mode; Potency, µM (titrated, usually from 38.3 µM), for the others: at the top dose activity change, negative = inhibition, usual class: inhibitors; actives 1% (n = 220,000); AID 1461; further: potency means the concentration at half of the fitted maximal effect; on the % scale 0 is the no-effect control and ±100 the full control effect; nearly all actives have a fitted effect of over 50% in size; many of its hits are not listed in these tables
Target sequence (Q6W5P4 whole entry, looked up): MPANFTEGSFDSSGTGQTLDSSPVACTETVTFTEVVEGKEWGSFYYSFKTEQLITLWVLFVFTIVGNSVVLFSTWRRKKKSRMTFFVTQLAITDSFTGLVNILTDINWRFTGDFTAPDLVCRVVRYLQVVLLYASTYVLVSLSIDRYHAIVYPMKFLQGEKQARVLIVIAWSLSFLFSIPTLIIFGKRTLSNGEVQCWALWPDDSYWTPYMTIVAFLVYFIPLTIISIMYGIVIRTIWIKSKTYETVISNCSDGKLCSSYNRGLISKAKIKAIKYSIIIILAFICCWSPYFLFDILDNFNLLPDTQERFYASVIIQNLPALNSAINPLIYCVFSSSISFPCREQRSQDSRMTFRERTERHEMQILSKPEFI
IMPase Li inh: IMPase inhibition in cells with lithium potentiation; actives 0.35% (n = 210,000); CHO-M1 cells, IP1 TR-FRET (IP-One), carbachol + lithium; Potency, µM (top dose mostly 59.4 µM), without a hit: top-dose activity, negative = IMPase inhibition, hits mostly inhibitors;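 further: IP1 builds up when IMPase is blocked and the TR-FRET signal falls; potency means the concentration at half of the fitted maximal effect; plate controls were basal vehicle for no effect and high inhibitor control for full effect; nearly all actives have a fitted effect of over 50% in size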
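Test compounds were applied to CHO-M1 cells previously cultured for 16–30 h at 2000 per well. A small lithium amount accompanied them; after 30 min at 37C, IP1 was quantified by TR-FRET.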
LMNA splice mod: modulators of lamin A splicing; HeLa LMNA splicing GFP/RFP minigene ratio, 48 h; Potency, µM (titrated, usually from 46.1 µM), for the others: at the highest dose ratio change, negative = inhibition, actives largely listed as inhibitors; actives 0.01% (n = 200,000); AID 1487; active means well fitted inhibition curve with a large enough effect in the signal ratio, with a control signal flat, not every such curve was filed as active; inconclusive means small, poorly fitted or top-dose-only effect, or effect the other way, or a change in a side signal; the % refers to the signal ratio; further: potency means the concentration at half of the fitted maximal effect; on the % scale 0 is the no-effect control and ±100 the full control effect
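S3 HeLa stable clones carrying a lamin A-EGFP splicing minigene plus DsRed2 were seeded at 600 cells/well in Opti-MEM with 2% FBS, pin-dosed and incubated 48 h at 37°C. Acumen cytometry (488 nm) gave the GFP/RFP total-intensity ratio.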
aGal spleen mod: inhibits or activates alpha-galactosidase in human spleen homogenate; AID 2107; actives 0.008% (n = 240,000); human spleen homogenate, 4MU-alpha-Gal fluorescence, 40 min; P06280; Potency, µM (doses to about 80 µM), for the others: top-dose activity change, negative = inhibition, hits mostly inhibitors;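 further: potency means the concentration at half of the fitted maximal effect; 0% = enzyme with vehicle and -100% = no enzyme basal signal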
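Spleen homogenate 1 ug + cpd (titration) + 4-MU-alpha-D-galactopyranoside 1 mM; 37C 40 min; 50 mM citrate/phosphate pH 5.0, 0.01% Tween-20; stop pH 10; fluorescence 365/440; AC50 via Hill.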
An asterisk follows results filed as active; ? = inconclusive; nt = no result given; & = joins results of further samples; [ ] = remark or other dose. Unless noted, the call rests on the fitted dose curve; in most records, active means well fitted curve in the direction sought with a large enough effect; inconclusive means small, poorly fitted or top-dose-only effect, or another doubt; inactive means no such curve, though single readings can be large; an effect the other way counts as inactive or inconclusive. This is a subset, so the mix of outcomes need not match the whole.

Each structure is followed by: Epigenetic reg, Luc counter, CBFb-RUNX1 inh, NPSR antagonist, IMPase Li inh, LMNA splice mod, aGal spleen mod
1: c1ccc(COCCCc2cnc[nH]2)cc1
 : 6.1%, -6%[39.9 µM], 10%, nt, 11%, nt, -6%
2: Cc1nnn(-c2nonc2N)c1C(=O)NNC(=O)c1ccc(Cl)c(Cl)c1
 : 9.5%, 0%, -12%, 10%, -1%, -12%[46 µM], -4%
3: CCCCCOC(=O)Nc1nnc(CCC)s1
 : 0.2%, 12%, -2%, 8%[46.1 µM], 10%[38.3 µM], 1%, -7%
4: CN(C)c1ccc(/C=C(\C#N)C(=O)Nc2nc3c(s2)CCN(Cc2ccccc2)C3)cc1
 : 7.9µM*, 7%, -1%, -8%[46.1 µM], -8%[38.3 µM], 15%, 2%
5: CNc1oc(-c2ccc(Cl)cc2)nc1C#N
 : -0.9%, -7%, -9%, -8%[46.1 µM], ?, 3%, 9%
6: CCOc1ccc(-n2nnc3c(=O)n(CC(=O)c4ccccc4)cnc32)cc1
 : 0.0%, 1%, 16%, -6%[46.1 µM], -4%[38.3 µM], -13%, 0%
7: O=C(CSc1oc(-c2ccc(F)cc2)nc1S(=O)(=O)c1ccccc1)NCC1CCCO1 (centres undefined)
 : 0.0%, 1%, 2%, -12%, 9%, -2%, 21%
8: CN1CCCC(OC(=O)/C(C#N)=C/c2ccccc2)C1 (centres undefined)
 : -0.4%, 1%, 6%, 5%, 1%, nt, 5%
9: COCCn1c(-c2ccc(Cl)cc2)cnc1SCC(=O)NCc1cccs1
 : -0.7%, 0%, -6%, -24%[46.1 µM], -10%[38.3 µM], ?, 6%
10: CCNC(=O)CSc1nnc(-c2cccc(S(=O)(=O)N(CC)CC)c2)n1CCc1ccccc1
 : 4.1%, nt, 2%, -4%[46.1 µM], nt, -1%, 5%
11: CCOC(=O)c1cnc2ccc(OCC)cc2c1NCc1ccccc1
 : 0.9%, -3%, -1%, -59%, 19%, ?, -2%
12: CCOC(=O)c1c(NC(=O)CSc2nnc(-c3ccco3)o2)sc(C)c1C
 : 2.6%, -5%, -3%, ?, 22%[38.3 µM], 4%, 2%
13: CCOC(=O)C1CCN(C(=O)CCS(=O)(=O)c2ccc3c(c2)CCN3C(=O)CC)CC1
 : -2.8%, 2%, -1%, -2%, -3%, nt, -20%
14: Cc1ccc([C@H]2C(C#N)=C(N)Oc3cc(C)oc(=O)c32)o1
 : 1.1%, 2%, -2%, -11%, -1%, nt, 2%
15: CCOC(=O)Cc1csc(NC(=O)c2ccc(S(=O)(=O)N3CCOCC3)cc2)n1
 : -1.8%, 1%, 1%, 2%, -5%, -13%[46 µM], 3%
16: Cc1cc(=O)oc2cc(OCc3ccc(C(=O)OCC(=O)Nc4ccc(N(C)C)cc4)cc3)ccc12
 : -0.7%[10.1 µM], -1%, -7%, -2%, -2%, -9%[9.22 µM], 4%
17: CN(Cc1nc2ccc(Cl)cc2[nH]1)Cc1nc(-c2cnccn2)no1
 : 8.1%, -1%, -1%, -23%, 9%, -5%[46 µM], 2%
18: COc1ccc(CCNC(=O)CN(C)S(=O)(=O)c2cccs2)cc1OC
 : 0.3%, -1%, 7%, -3%[46.1 µM], 17%[38.3 µM], 7%, -9%
19: CCCCn1c(SCC(=O)c2ccc(OCC)cc2)nc2cc(S(N)(=O)=O)ccc21
 : 3.6%, -1%, 6%, -12%[46.1 µM], ?, 18%, 8%
20: COc1ccccc1CNC(=O)COc1ccccc1OC
 : 1.1%, -2%, 2%, ?, 24%[38.3 µM], -5%, 4%
21: CCC(=O)OCC(=O)Nc1ncc(C(F)(F)F)cc1Cl
 : -0.3%, nt, 3%, -9%, nt, nt, 8%
22: CC(=O)C1C(c2ccc(OC(F)F)cc2)NC(=O)NC1(O)C(F)(F)F (centres undefined)
 : -0.8%, 2%, 2%, 5%[46.1 µM], 2%[38.3 µM], 6%, 1%
23: Cc1ccc(Oc2cc(-n3nc(C)cc3C)ncn2)cc1
 : -3.0%, -1%, 24%, -18%[46.1 µM], -2%, -9%, 6%
24: Cc1ccc(CNC(=O)c2ccc3c(=O)c(O)c(-c4ccc(C)cc4)[nH]c3c2)cc1
 : 3.2%, nt, 5%, 12%, nt, nt, -7%
25: CC1(C)CC(=O)C2=C(C1)OC(N)=C(C#N)[C@@]21C(=O)N(CC(N)=O)c2ccccc21
 : -3.5%, nt, 7%, -6%[46.1 µM], nt, 4%, 6%
26: CCCC(=O)Nc1nc2c(ncn2[C@@H]2O[C@H]3COP(=O)(O)O[C@@H]3[C@@H]2OC(=O)CCC)c(=O)[nH]1
 : 0.0%, nt, 18%&-1%, nt, 3%, nt, -9%&10%
27: O=S1(=O)CCN2N=C(C3CC3)SC2=N1
 : 3.1%, 2%, 5%, 20%, 5%, -1%[46 µM], 4%
28: COc1ccc(CC(=O)NCCN2CCCC2)cc1
 : -1.7%, -1%, 7%, -2%[46.1 µM], -9%[38.3 µM], 2%, -9%
29: CCCC(c1nnnn1Cc1ccccc1)N1CCC(C(N)=O)CC1 (centres undefined)
 : -10%, nt, 1%, 0%[46.1 µM], nt, ?, 3%
30: Cc1ccccc1NC(=O)N(CCc1nc2ccccc2[nH]1)Cc1ccccc1
 : 0.0%, 0%, 0%, -26%[46.1 µM], 7%, -4%, -3%

Looked up above:
Epigenetic reg, entry 7 reads 0.0%
CBFb-RUNX1 inh, entry 12 reads -3%
aGal spleen mod, entry 21 reads 8%
IMPase Li inh, entry 28 reads -9%[38.3 µM]
IMPase Li inh, entry 23 reads -2%
IMPase Li inh, entry 11 reads 19%

Shown as a hit in Epigenetic reg (from the list above):
| No. | structure | Epigenetic reg | CBFb-RUNX1 inh | NPSR antagonist | IMPase Li inh | aGal spleen mod |
| --- | --- | --- | --- | --- | --- | --- |
| 4 | CN(C)c1ccc(/C=C(\C#N)C(=O)Nc2nc3c(s2)CCN(Cc2ccccc2)C3)cc1 | 7.9µM* | -1% | -8%[46.1 µM] | -8%[38.3 µM] | 2% |

(further entries)
Each structure is followed by: Epigenetic reg, Luc counter, CBFb-RUNX1 inh, NPSR antagonist, IMPase Li inh, LMNA splice mod, aGal spleen mod
31: O=C(N[C@@H](Cc1ccc(O)cc1)C(=O)O)c1ccc(C(F)(F)F)cc1
 : -2.7%, nt, 5%, -10%, -9%, nt, 21%
32: C#CCOCCOCCOCCNc1nc(N2CCN(C(=O)[C@H]([C@@H](C)CC)n3cc(CCCN=C(N)N)nn3)CC2)nc(N2CCN(C(=O)[C@H](CCCCN)n3cc(CCCC)nn3)CC2)n1
 : -1.2%, 11%, 14%[2.36 µM], 8%, 9%, 5%, -6%
33: CC(=O)NC(Cc1ccccc1)C(=O)NC1CCN(C(=O)NC2CCCCC2)CC1 (centres undefined)
 : 0.5%, 0%, 1%, 1%[46.1 µM], -8%[38.3 µM], 10%, 3%
34: O=C1NC2c3ccccc3C(=O)N2c2c1cnn2-c1ccccc1 (centres undefined)
 : 0.0%, 2%, 1%, -2%[46.1 µM], 9%, ?, 13%
35: Cc1cc(=O)[nH]c(-c2ccccc2)n1
 : 1.4%, 21%, -3%, -3%[46.1 µM], 13%[38.3 µM], -5%, -13%
36: Cc1ccc(O)c(C(=O)c2cnc3c(c2)COc2ccccc2-3)c1
 : 1.8%, 5%, -5%, -14%[46.1 µM], 10%, ?, -2%
37: O=c1[nH]c2ccccc2[nH]c1=O
 : 0.1%, nt, 1%, 23%, nt, nt, -2%
38: CC(C)Oc1cccc(C(=O)NC(=S)NCc2cccnc2)c1
 : 1.5%, -1%, -5%, 8%, -8%, ?, 2%
39: c1ccc(-c2nnc3ccc(N4CCC5(CC4)OCCO5)nn23)cc1
 : 0.0%, -4%, -7%, -9%[46.1 µM], 2%[38.3 µM], ?, -3%
40: CCOC(=O)c1cccnc1SCC(=O)NC(C)CC (centres undefined)
 : 1.0%, 0%, -10%, 3%[46.1 µM], 9%, -1%, 3%
41: Cc1cc(C)nc(-n2nc(C)cc2NC(=O)CNC2CCCCC2)n1
 : 3.7%, 1%, 3%, -12%[46.1 µM], 2%[38.3 µM], 3%, -11%
42: Cc1cccc(NS(=O)(=O)c2cc(C(=O)NCCC3=CCCCC3)ccc2Cl)c1
 : -1.2%, -1%, 1%, ?, 14%[38.3 µM], 6%, 7%
43: O=C(Cc1nn[nH]n1)NCCC1=CCCCC1
 : -1.1%, -2%, 11%, -10%[46.1 µM], 14%[38.3 µM], 13%, 4%
44: O=C1CCC(=O)N1CN(Cc1ccco1)CN1C(=O)CCC1=O
 : -1.1%, -7%, 9%, -5%[46.1 µM], -4%[38.3 µM], -5%, 5%
45: CN(Cc1ccccc1)C(=O)CCNS(=O)(=O)c1ccc2c(c1)oc(=O)n2C
 : -1.1%, 2%, 8%, -7%[46.1 µM], 9%, -17%, -4%
46: CCOC(=O)c1cnc2c(cnn2C)c1NCCC#N
 : -0.9%, 4%, 13%, 2%[46.1 µM], 10%, -4%, -14%
47: O=C(NCCCCc1ccccc1)C1CC(c2cccc([N+](=O)[O-])c2)=NO1 (centres undefined)
 : -1.1%, -1%, -6%, -14%[46.1 µM], 7%[38.3 µM], -2%, 0%

Reformatted with one line to a screen: part of the list above.
40. CCOC(=O)c1cccnc1SCC(=O)NC(C)CC (centres undefined)
41. Cc1cc(C)nc(-n2nc(C)cc2NC(=O)CNC2CCCCC2)n1
42. Cc1cccc(NS(=O)(=O)c2cc(C(=O)NCCC3=CCCCC3)ccc2Cl)c1
43. O=C(Cc1nn[nH]n1)NCCC1=CCCCC1

| screen / no. | 40 | 41 | 42 | 43 |
| --- | --- | --- | --- | --- |
| Epigenetic reg | 1.0% | 3.7% | -1.2% | -1.1% |
| Luc counter | 0% | 1% | -1% | -2% |
| CBFb-RUNX1 inh | -10% | 3% | 1% | 11% |
| NPSR antagonist | 3%[46.1 µM] | -12%[46.1 µM] | ? | -10%[46.1 µM] |
| IMPase Li inh | 9% | 2%[38.3 µM] | 14%[38.3 µM] | 14%[38.3 µM] |
| LMNA splice mod | -1% | 3% | 6% | 13% |
| aGal spleen mod | 3% | -11% | 7% | 4% |

Filtered by structure, the compounds so far containing a furan ring, fused or not
Each structure is followed by: Epigenetic reg, Luc counter, CBFb-RUNX1 inh, NPSR antagonist, IMPase Li inh, LMNA splice mod, aGal spleen mod
12: CCOC(=O)c1c(NC(=O)CSc2nnc(-c3ccco3)o2)sc(C)c1C
 : 2.6%, -5%, -3%, ?, 22%[38.3 µM], 4%, 2%
14: Cc1ccc([C@H]2C(C#N)=C(N)Oc3cc(C)oc(=O)c32)o1
 : 1.1%, 2%, -2%, -11%, -1%, nt, 2%
44: O=C1CCC(=O)N1CN(Cc1ccco1)CN1C(=O)CCC1=O
 : -1.1%, -7%, 9%, -5%[46.1 µM], -4%[38.3 µM], -5%, 5%
